Assay outcomes as filed in PubChem BioAssay.
M4 antag = antagonists of human muscarinic M4 receptor (CHRM4). inhibition, % at 3 µM. hit rate 0.73% among 360,000. CHO-hM4 cells, ACh EC80, Fluo-8 calcium fluorescence. P08173;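 active = inhibition above its plate's cutoff, the mean inhibition of sample wells plus 3 SD, cut at about 27% in these data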;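 note: 0% = acetylcholine EC80 with DMSO and 100% = DMSO without agonist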
Target sequence (P08173 whole entry, looked up): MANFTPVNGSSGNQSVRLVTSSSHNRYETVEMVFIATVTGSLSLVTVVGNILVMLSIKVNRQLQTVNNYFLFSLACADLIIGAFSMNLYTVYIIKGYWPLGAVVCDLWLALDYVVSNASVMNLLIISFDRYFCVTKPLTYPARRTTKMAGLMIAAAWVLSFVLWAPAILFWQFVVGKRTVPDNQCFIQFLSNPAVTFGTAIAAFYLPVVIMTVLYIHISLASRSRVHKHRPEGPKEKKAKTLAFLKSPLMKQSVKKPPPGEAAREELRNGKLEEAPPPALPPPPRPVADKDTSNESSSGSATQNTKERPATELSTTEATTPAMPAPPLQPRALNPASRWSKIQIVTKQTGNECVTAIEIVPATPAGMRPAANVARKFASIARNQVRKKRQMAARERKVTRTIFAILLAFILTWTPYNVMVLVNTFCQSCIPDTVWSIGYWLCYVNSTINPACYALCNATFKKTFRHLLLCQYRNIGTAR
CHRM5 agonist = agonists of human muscarinic M5 receptor (CHRM5); P08912; CHO-K1 hM5 cells, Fluo-8 calcium fluorescence; 0% DMSO wells, 100% maximal acetylcholine response; AID 624037; hit rate 0.19% among 360,000; activation, % at 3 µM;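 active = activation above the run's mean over test compounds plus 3 SD, cut at about 23% in these data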;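 note: signal is peak over basal fluorescence ratio across the kinetic read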
M4 ag = agonists of human muscarinic M4 receptor (CHRM4) | P08173 | CHO-K1 hM4/Gqi5, Fluo-8 calcium fluorescence; vehicle 0%, full acetylcholine response 100% | activation, % at 3 µM | hit rate 0.14% among 360,000;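 active = activation above the run mean over all test wells plus 3 SD, cut at about 32% in these data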;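 note: peak over basal fluorescence ratio per well then scaled between controls; 0% = DMSO wells and 100% = acetylcholine at EC100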
M5 antag = CHRM5 antagonism in calcium assay; P08912; CHO-hM5 cells, Fluo-8 calcium fluorescence, ACh EC80; inhibition, % at 3 µM; hit rate 0.59% among 360,000; AID 624040;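 active = inhibition above a per-plate cutoff, the mean of that plate's test compounds plus 3 SD, cut at about 27% in these data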;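 note: 0% = acetylcholine EC80 with DMSO and 100% = DMSO without agonist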
TAAR1 agonist = agonists of human TAAR1; Q96RJ0; CHO RD-HGA16 TAAR1, Fluo-8 calcium fluorescence; vehicle wells 0%, saturating PEA agonist 100%; activation, % at 3 µM; hit rate 0.99% among 360,000; AID 624467;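 active = activation above the mean activation of all test compounds in the run plus 3 SD, cut at about 38% in these data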
Target sequence (Q96RJ0 whole entry, looked up): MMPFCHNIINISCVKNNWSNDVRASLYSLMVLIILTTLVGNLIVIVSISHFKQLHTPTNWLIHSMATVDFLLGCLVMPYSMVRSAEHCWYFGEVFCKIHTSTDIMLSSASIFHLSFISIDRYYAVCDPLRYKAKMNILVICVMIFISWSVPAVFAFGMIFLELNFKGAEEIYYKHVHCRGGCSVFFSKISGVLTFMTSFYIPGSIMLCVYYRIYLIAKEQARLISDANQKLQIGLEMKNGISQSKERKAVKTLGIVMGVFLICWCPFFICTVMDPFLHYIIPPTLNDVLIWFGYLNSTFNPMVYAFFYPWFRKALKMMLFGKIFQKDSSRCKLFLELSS
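test system = CHO RD-HGA16 cells carrying human TAAR1 plus Gα16 | schedule = 17-24 h seeding, 75 min 37 °C dye, 30 min RT | compound dosing = 3 µM single concentration | control set = DMSO and PEA EC100 | replicates = n 1 | signal = Fluo-8 fluorescence, 5 s baseline then 140 s kinetic read | measure = percent activation vs PEA EC100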
M1 PAM = positive allosteric modulators of human M1 muscarinic receptor | activation, % at 3 µM | AID 588819 | hit rate 0.088% among 360,000 | CHO-K1 hM1, Fluo-8 calcium fluorescence, ACh EC20; 0% = ACh EC20, 100% = maximal ACh; in the data active = activation above about 19%, passing the limit was not always enough
CHRM1 agonist = activates human CHRM1 receptor; CHO-K1 hM1, Fluo-8 calcium fluorescence, agonist mode; 0% DMSO, 100% acetylcholine EC100; activation, % at 3 µM; P11229; hit rate 0.33% among 360,000; AID 588814;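 active = activation above the run's mean compound activation plus 3 SD, cut at about 16% in these data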;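 note: peak over basal fluorescence ratio within a 140 s kinetic read after compound addition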
CHRM5 PAM = positive allosteric modulators of human muscarinic M5 receptor. activation, % at 3 µM. P08912. hit rate 0.3% among 360,000. CHO-K1 hM5, Fluo-8 calcium, ACh EC20 PAM; 0% = ACh EC20, 100% = ACh EC100;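 active = activation above the run cutoff, the mean activation of all test compounds plus 3 SD, cut at about 18% in these data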
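System – CHO-K1 hM5 cells · Compound – 3 µM, single dose · Incubation – compound preincubation 140 s before EC20 acetylcholine addition · Technique – Fluo-8 calcium fluorescence · Measure – Max/basal fluorescence ratio as % of EC20–EC100 ACh window · Benchmarks – low control EC20 acetylcholine (0%), high control EC100 acetylcholine (100%) · Replication – singlicate, one well per test compound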
M1 antag = antagonists of human M1 muscarinic receptor | inhibition, % at 3 µM | P11229 | hit rate 1.3% among 360,000 | AID 588852 | CHO-K1 hM1, Fluo-8 calcium fluorescence, ACh EC80 antagonist;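 active = percent inhibition above its own plate's cutoff, namely the mean of that plate's compound wells plus 3 SD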;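 note: peak over basal fluorescence ratio during 140 s after agonist addition; 0% = ACh EC80 plus DMSO and 100% = DMSO alone without agonist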
* = called active by the depositor; nt = no result given. The list is partial. The share of hits here may be higher or lower than overall.

SMILES	M4 antag	CHRM5 agonist	M4 ag	M5 antag	TAAR1 agonist	M1 PAM	CHRM1 agonist	CHRM5 PAM	M1 antag
CC(=O)Nc1ccc(S(=O)(=O)NCC(=O)OCC(=O)NCc2ccco2)cc1	-8	2	0	6	-2	5	0	-2	-19
O=C(c1cccc(Br)c1)N1CCN(C(=O)N2CCOCC2)CC1	-19	-3	2	-14	9	3	-1	10	-27
COc1cc(C2C(C#N)=C(N)Oc3n[nH]c(C)c32)ccc1OC(=O)c1ccccc1 (centres undefined)	-10	-1	0	10	8	5	-1	-1	-18
CCOC(=O)C1C(C(=O)OC)=C(c2ccc(OC)cc2)c2ccccc2N1S(=O)(=O)C(F)(F)F (centres undefined)	-11	1	1	-1	4	4	-6	3	-11
Cc1ccc(C)c(-n2c(Cc3cc(=O)[nH]c(=O)[nH]3)nnc2SC(C)C)c1	5	1	0	-5	4	-1	-2	1	-1
Cc1cc(OCC(O)CNC(C)(C)C)ccc1Cl (centres undefined)	2	-5	3	4	10	15	-9	-1	-13
N#Cc1ccc(NN=Nc2ccccc2C#N)cc1	-21	0	4	0	3	1	-3	-5	-15
Cc1cc(Br)ccc1NC(=O)CN(C)C(=O)c1ccc2ccccc2n1	-2	0	1	1	9	-5	-2	-3	13
Cc1ccccc1-n1cc(CNCc2c(C(=O)N(C)C)nc3ccc(Cl)cn23)cn1	9	-1	5	2	1	-5	-6	-8	11
CN(C(=O)CSc1nc(C2CC2)n(-c2ccccc2)n1)C1CCS(=O)(=O)C1 (centres undefined)	-4	2	1	-1	0	8	-1	5	-10
Cc1ccc(NC(=O)O/N=C2\CCCCC2c2ccc([N+](=O)[O-])cc2[N+](=O)[O-])cc1 (centres undefined)	3	0	0	9	-2	-6	-5	4	7
c1ccc(-c2csc(Nc3ccc4c(c3)OCO4)n2)cc1	6	-5	-1	5	-1	-7	-6	0	-14
O=C(c1ccc(OC2CCN(C(=O)c3cccnc3)CC2)cc1)N1CCCCCC1	-3	0	5	-8	12	3	-3	-10	0
CC(=O)Nc1ccc(NC(=O)c2ccc(NS(=O)(=O)c3cc(C(C)(C)C)cc(C)c3C)cc2)cc1	6	1	1	6	0	5	6	-1	-8
COc1ccc(-n2c(Cn3c(=O)sc4ccccc43)nnc2SCC(N)=O)cc1	-7	1	0	8	0	0	-6	-6	-4

Grouped by structure, those above with a Cl atom (two)
SMILES	M4 antag	CHRM5 agonist	M4 ag	M5 antag	TAAR1 agonist	M1 PAM	CHRM1 agonist	CHRM5 PAM	M1 antag
Cc1cc(OCC(O)CNC(C)(C)C)ccc1Cl (centres undefined)	2	-5	3	4	10	15	-9	-1	-13
Cc1ccccc1-n1cc(CNCc2c(C(=O)N(C)C)nc3ccc(Cl)cn23)cn1	9	-1	5	2	1	-5	-6	-8	11

(list continues)
SMILES	M4 antag	CHRM5 agonist	M4 ag	M5 antag	TAAR1 agonist	M1 PAM	CHRM1 agonist	CHRM5 PAM	M1 antag
Oc1c(CN2CCOCC2)ccc2ccccc12	-4	4	1	-3	2	3	-9	4	2
CCN1C(=O)[C@H]2[C@H]3CN=C(SCc4ccc(C(=O)OC)cc4)N3[C@@](Cc3ccccc3)(C(=O)OC)[C@H]2C1=O	-4	2	15	-2	10	0	-2	-4	-6
OC[C@@H]1[C@@H](c2ccccc2)C(c2ccccc2)=NN1c1ccccc1	3	-2	-2	-7	-1	10	-6	-2	-15
CCn1ccnc1CN1CCN(CC=C(C)C)C(CCO)C1 (centres undefined)	-6	-3	2	-7	1	-3	-10	2	1
Cc1ccccc1C(=O)NC(=S)NCCC1=CCCCC1	-12	-4	-1	-9	4	14	-12	11	-12
O=C(CSc1ccccc1)Nc1ccc2c(c1)C(=O)NC2=O	-1	-4	2	4	7	7	0	-2	-7
CC[N+]1(CC)CC2=Cc3ccccc3CC2C1 (centres undefined)	9	-17	0	8	8	-16	-7	-10	32
CCOC(=O)N1CCN(C(=O)CSCc2nc(-c3ccccc3F)oc2C)CC1	-2	7	4	0	4	6	-1	-6	-11
O=C1NC2(CCCCCC2)C(=O)N1Cc1ccc(Br)cc1	-4	-6	0	-14	5	-4	-5	0	-2
COc1ccc(CCNC(=O)c2cc(=O)[nH]c3ccc(Br)cc23)cc1OC	-2	1	1	-3	6	7	-6	2	-6
Cc1ccc(CN(C(=O)N2CCN(C)CC2)S(=O)(=O)c2ccc(C)cc2)cc1	-5	1	1	13	2	15	-4	-2	-18
CCC(CC)C(=O)Nc1cc([N+](=O)[O-])ccc1F	5	-3	0	0	0	7	-10	-3	-1
CC1(OC(=O)CCc2ccccc2)C(=O)C=C2C=C(c3ccc(C#N)cc3)N(CCN3CCOCC3)C=C2C1=O (centres undefined)	2	1	0	10	3	2	-4	3	-7
O=C(Nc1cccc(Cl)c1)c1nc[nH]c1C(=O)Nc1ccccc1F	-22	0	1	-4	2	5	-1	0	-10
CCCCC1CCC(C(=O)N2CCOCC2)CC1 (centres undefined)	-4	-3	1	-8	8	8	-7	1	-12

Five compounds out of the list above, sorted by the value under M1 antag, largest number first.
mol | M1 antag
CCC(CC)C(=O)Nc1cc([N+](=O)[O-])ccc1F | -1
COc1ccc(CCNC(=O)c2cc(=O)[nH]c3ccc(Br)cc23)cc1OC | -6
CC1(OC(=O)CCc2ccccc2)C(=O)C=C2C=C(c3ccc(C#N)cc3)N(CCN3CCOCC3)C=C2C1=O (centres undefined) | -7
O=C(Nc1cccc(Cl)c1)c1nc[nH]c1C(=O)Nc1ccccc1F | -10
OC[C@@H]1[C@@H](c2ccccc2)C(c2ccccc2)=NN1c1ccccc1 | -15

Later entries.
SMILES	M4 antag	CHRM5 agonist	M4 ag	M5 antag	TAAR1 agonist	M1 PAM	CHRM1 agonist	CHRM5 PAM	M1 antag
CCN(CC)S(=O)(=O)c1cccc(-c2nnc(SCC#N)n2Cc2ccccc2)c1	-1	3	7	2	3	2	-3	-5	1
Cc1c(OCC(=O)Nc2cccnc2)ccc2c3c(c(=O)oc12)CCC3	-10	1	1	-2	4	10	0	-1	-11
C[C@@H](CSc1ccc(Br)cc1)CN1CC[C@H](NC(=O)OCc2ccccc2)CCC1=O	28*	2	17	15	9	-3	0	-15	12
COC(=O)c1ccc(COC(=O)CNC(=O)c2ccc(OC)cc2)cc1	-8	3	5	-5	1	5	-4	3	-1
O=C(CSc1nnc(-c2cccs2)o1)N1CCCCC1	-2	2	1	-5	1	-3	-2	4	2
CCOC(=O)C(C)(C)Sc1ncnc2nc[nH]c12	3	4	1	1	5	-4	-5	5	7
COC(=O)C1=C(C)N(c2cccc(OC)c2)C(=O)/C1=C\c1ccco1	-6	-3	2	7	-1	-12	-8	-11	3
COc1ccc2cc1Oc1ccc(cc1)CC1c3c(cc(OC)c4c3Oc3cc5c(cc3O4)CCNC5C2)CCN1C (centres undefined)	-8	2	8	4	nt	-35	-12	-8	91*
Cc1cccc(OCC(=O)NCCCNC(=O)c2ccco2)c1	-1	1	1	8	1	5	-3	2	-6
Cc1cccc(N(CC(=O)NCc2ccc3c(c2)OCO3)C(=O)CCC(=O)Nc2ccccn2)c1C	1	0	6	5	19	-4	-2	-9	-10
COc1ccc(CCCCCCOCc2ccccc2)cc1	2	4	-1	3	14	7	-4	3	-3
CCCCn1c(SCC(=O)N2CC(=O)Nc3ccccc32)nnc1-c1ccoc1C	-2	-8	1	1	1	-2	-5	-2	6
O=C1NN(c2ccccc2)C(=O)/C1=C\c1cccc(OC(=O)c2cccs2)c1	-3	-3	1	9	10	8	-4	0	-12
CC1(C)Cc2cccc(OCC(=O)N3CCN(c4ccc(F)cc4)CC3)c2O1	-8	0	2	5	2	4	-4	-2	-1
CCc1nnc(NC(=O)CSc2ccc(-c3cccs3)nn2)s1	-3	2	1	9	0	3	-5	3	1
CS(=O)(=O)c1ccc2nc(NC(=O)c3ccc(S(=O)(=O)NCC4CCCO4)cc3)sc2c1 (centres undefined)	-8	-1	2	0	2	6	2	0	-6
CN(Cc1ccccc1)S(=O)(=O)c1ccc2c(c1)OCCO2	-11	-8	2	-4	2	-1	-4	-17	1
COc1cccc(-c2ccc3c(c2)C2CC3CCN2C(=O)c2ccc(Cl)cc2)c1 (centres undefined)	-7	2	0	0	1	1	-4	-7	-8
CCCCNC(=O)C1(C)CCN1Cc1ccc(C#N)cc1 (centres undefined)	-3	-1	0	4	2	9	-5	-1	-6
Clc1cccc(Cl)c1/C=N\Nc1nccs1	3	-5	-1	3	5	0	-9	2	8
O=S(=O)(NC1CCCCC1)c1ccc(S(=O)(=O)N2CCN3CCCC3C2)cc1 (centres undefined)	-1	10	5	1	9	4	-9	-5	-1
COc1ccc(NC(=O)CSc2nc(N)c(NC(=O)c3cccs3)c(=O)[nH]2)cc1	5	5	1	0	1	7	0	4	-25
CCn1nnnc1SCC(=O)Nc1cc(OC)cc(OC)c1	16	-2	0	7	4	2	-2	-7	-21
c1ccc(-c2ncc3ccccn23)cc1	-7	-2	0	2	0	4	-5	3	-6
Cc1ccc(CN2CCNC2=O)cc1	-9	-4	1	0	3	11	-5	8	-12
Cc1cc([N+](=O)[O-])ccc1NC(=O)CN1C2CCC1CC(NC(=O)NC13CC4CC(CC(C4)C1)C3)C2 (centres undefined)	1	-8	1	11	-1	-3	-8	0	4
CCOC(=O)c1c(-c2cccc([N+](=O)[O-])c2)csc1N	-12	-9	-1	-11	2	12	-12	3	-8
NC(c1ccccc1)c1cccnc1 (centres undefined)	-5	-3	1	-7	3	5	-1	3	-10
